Bioassay records (PubChem)
UBC13 inh: UBC13 polyubiquitin chain formation inhibitors, primary screen, biochemical, TR-FRET, uHTS. 330,000 compounds, 0.47% hits. inhibition, % at 20 µM. AID 485273, 2010; in the data active = inhibition above about 45%, passing the limit was not always enough
Target sequence (P61088 whole entry, looked up): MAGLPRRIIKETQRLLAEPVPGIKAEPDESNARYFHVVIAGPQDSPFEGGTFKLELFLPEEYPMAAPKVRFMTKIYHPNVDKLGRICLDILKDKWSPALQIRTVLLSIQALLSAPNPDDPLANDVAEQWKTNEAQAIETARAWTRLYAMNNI
CXCR6 block: CXCR6 receptor inhibitors, primary screen, cell-based, beta-arrestin, luminescence, CHO-K1 PathHunter, 1536-well; C-X-C chemokine receptor type 6 (Homo sapiens), O00574; inhibition, % at 20 µM; 360,000 compounds, 0.36% hits; in the data active = inhibition above about 34%, passing the limit was not always enough;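 note: antagonist mode with CXCL16 agonist at 10 nM final; 0% = 10 nM CXCL16 with DMSO and 100% = unstimulated wells without agonist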
EBI2 antag: EBI2 receptor antagonists, beta-arrestin recruitment, primary screen, cell-based, luminescence, 7a,25-OHC stimulation, uHTS | inhibition, % at 5 µM | AID 651636, 2012 | 7a,25-OHC stimulated | 360,000 compounds, 0.81% hits; in the data active = inhibition above about 38%;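 note: enzyme fragment complementation signal reports receptor beta-arrestin coupling in cells; 0% = agonist plus DMSO wells and 100% = wells without agonist; some results beyond the cut were filed as inactive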
APJ antagonist: antagonists of human apelin receptor APJ, primary screen, CHO-K1 cells, beta-arrestin complementation, luminescence; inhibition, % at 20 µM; AID 2521, 2010; P35414; 330,000 compounds, 0.32% hits;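 active = inhibition above about 40% at 20 µM, limit read from the data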;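 note: cells challenged with 10 nM apelin-13 agonist together with compound; plate controls were apelin-13 plus DMSO wells for no effect and DMSO wells lacking apelin-13 for full effect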
Target sequence (P35414 whole entry, looked up): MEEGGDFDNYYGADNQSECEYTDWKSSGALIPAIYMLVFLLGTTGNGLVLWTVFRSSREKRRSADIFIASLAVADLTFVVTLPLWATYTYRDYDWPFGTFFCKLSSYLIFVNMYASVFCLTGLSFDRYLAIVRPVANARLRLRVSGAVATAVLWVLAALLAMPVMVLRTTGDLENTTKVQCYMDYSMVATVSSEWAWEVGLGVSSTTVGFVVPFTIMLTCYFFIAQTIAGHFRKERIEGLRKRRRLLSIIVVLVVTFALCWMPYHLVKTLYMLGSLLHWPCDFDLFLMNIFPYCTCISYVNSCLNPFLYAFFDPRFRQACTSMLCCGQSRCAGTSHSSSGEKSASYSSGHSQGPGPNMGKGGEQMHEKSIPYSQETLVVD
Gli-Sufu block: Gli-Sufu pathway antagonists, primary screen, luciferase luminescence, Sufu-KO-LIGHT cells, uHTS. Sufu-KO-LIGHT fibroblasts, Gli luciferase reporter luminescence. inhibition, % at 5 µM. 340,000 compounds, 0.74% hits. AID 588413, 2011;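 active = inhibition above about 55%, limit read from the data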;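 note: 0% = DMSO-treated cells and 100% = wells with medium but no cells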
CCR6 antag: CCR6 receptor antagonists, primary screen, cell-based, CHO-K1, luminescence, beta-arrestin, uHTS; CHO-K1 CCR6 PathHunter beta-arrestin, CCL20-stimulated; inhibition, % at 20 µM; 340,000 compounds, 0.49% hits; AID 493098, 2011;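 active = compounds whose inhibition of the agonist-driven luminescence signal at 20 µM reaches about 50%, limit read from the data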;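 note: cells stimulated with CCL20 at 14 nM final; plate controls were DMSO with CCL20 for no effect and DMSO without agonist for full effect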
Target sequence (P51684 whole entry, looked up): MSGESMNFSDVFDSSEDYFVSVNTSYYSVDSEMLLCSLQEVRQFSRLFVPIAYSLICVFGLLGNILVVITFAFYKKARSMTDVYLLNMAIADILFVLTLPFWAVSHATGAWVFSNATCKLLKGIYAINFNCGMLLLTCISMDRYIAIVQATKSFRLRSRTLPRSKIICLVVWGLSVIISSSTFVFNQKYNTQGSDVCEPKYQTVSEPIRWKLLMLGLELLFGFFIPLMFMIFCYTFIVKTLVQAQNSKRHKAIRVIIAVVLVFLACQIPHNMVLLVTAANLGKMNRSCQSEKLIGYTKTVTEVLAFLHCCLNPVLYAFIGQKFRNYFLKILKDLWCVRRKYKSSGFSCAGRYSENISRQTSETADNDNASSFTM
APJ agonist: agonists of human apelin receptor APJ, primary screen, CHO-K1 cells, PathHunter beta-arrestin, luminescence | P35414 | 0% DMSO wells, 100% apelin | activation, % at 20 µM | 330,000 compounds, 0.11% hits | AID 2520, 2010;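 active = activation more than six SD over the plate average, tested at 20 µM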;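 note: 0% = DMSO alone and 100% = apelin-13 at 10 nM; some results filed as inactive read as strong as hits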
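Assay system: CHO-K1 cells stably expressing ProLink-tagged human APJ and arrestin–beta-gal acceptor. Compound dosing: 20 µM single point, 1% DMSO. Times: 16-18 h seeding, 90 min dark compound exposure, 60 min detection. Detection: beta-gal luminescence. Evaluation: APJ–arrestin association signal. Controls: negative DMSO alone, positive Apelin-13 at 10 nM.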
ATG4B inh: ATG4B protease inhibitors, primary screen, biochemical, fluorescence, uHTS; Cysteine protease ATG4B (Homo sapiens), Q9Y4P1; ATG4B cleavage of LC3-PLA2, NBD-HPC fluorescence, 1 h; inhibition, % at 8.33 µM; 340,000 compounds, 0.51% hits; in the data active = inhibition above about 40%
Numbers without * were called inactive; x = not tested or not shown.

SMILES	UBC13 inh	CXCR6 block	EBI2 antag	APJ antagonist	Gli-Sufu block	CCR6 antag	APJ agonist	ATG4B inh
CCN1C(=O)[C@@H]2[C@@H](c3ccc(-c4cccc(Cl)c4)c(OC)c3)N3CCCC[C@@]3(C(=O)OC)[C@@H]2C1=O	-36	3	23	6	-7	14	8	-6
O=C(CSc1nc2ccc(Cl)cc2[nH]1)c1c[nH]c2ccccc12	2	1	5	-7	7	-30	-1	4
CCOC(=O)CCc1c(C)nc2cc(-c3ccc(F)cc3)[nH]n2c1=O	3	-2	8	9	-7	10	3	6
COc1ncc(-c2ccc3c(c2)S(=O)(=O)c2cccc(C(=O)NCc4ccco4)c2C3=O)cn1	-11	-12	0	1	33	2	3	-17
COc1ccc(S(=O)(=O)N2CCN(C(=O)c3cc(-c4ccccc4OC)n[nH]3)CC2)cc1	6	-13	63*	-4	-11	6	3	-9
COc1cc(C(=S)N2CCCC2)cc(Cl)c1O	5	-2	-2	2	1	2	-5	-14
CCOc1ccc(C(=O)OCC(=O)Nc2cc(S(=O)(=O)N3CCOCC3)ccc2N2CCOCC2)cc1	x	3	13	x	-4	20	x	2
Cc1ccc(-c2[nH]c(-c3ccc(C(=O)O)cc3)nc2-c2ccccc2)cc1	1	4	-6	-19	4	2	3	30
CC(Sc1nc(-c2ccccc2)nc2c1COC(C)(C)C2)C(=O)N1CCOCC1 (centres undefined)	14	7	-8	-2	7	13	-1	2
O=C(CSc1nnc(SCc2ccc(Cl)cc2)s1)N/N=C/c1ccc(Cl)cc1Cl	-10	-10	52*	-12	-15	-7	-3	-1
O=C(Nc1nnc(-c2ccccc2)s1)c1ccccc1F	8	10	-7	16	-94	-2	-2	-7
COc1ccc2oc(C(=O)OCC(=O)N(Cc3ccccc3)C(C)(C)C)c(C)c2c1	-4	19	26	4	3	9	-3	0
COc1ccc(OC)c(NC(=O)CSc2nc3n[nH]c(C)c3c(=N)n2-c2cccc(Cl)c2C)c1	10	-2	10	-16	28	7	0	-2
CCc1ccc(NC(=O)CN2C(=O)COc3ccc(S(=O)(=O)N4CCCC4)cc32)cc1	8	-9	6	4	5	6	-5	-5
O=C1CC(=O)CC(c2ccco2)C1	-6	1	-18	9	-3	19	-1	-12
COc1cccc(C(=O)NCc2ccc3c(c2)OCO3)c1OC	1	6	-1	13	-16	12	1	-1
O=C(CCS(=O)(=O)c1ccccc1Cl)NCc1ccc(F)cc1	-6	3	-2	-3	-10	1	0	3
COc1ccc(CCN2CC34C=CC(O3)C(C(=O)NCc3ccccc3Cl)C4C2=O)cc1OC (centres undefined)	3	4	6	-3	-25	11	3	-2
COC(=O)c1cc(S(=O)(=O)Nc2c(C)cccc2C)cn1C	1	2	2	-15	2	-2	-2	-3
COc1ccc(NC(=O)c2cccnc2N2CCCC2)cc1	-7	-11	-13	2	-2	-8	-1	-9
COc1ccc(S(=O)(=O)N2CCOC23CCN(S(=O)(=O)c2c(C)cc(C)cc2C)CC3)cc1	-4	6	14	9	0	5	5	-11
CC(C)CC(COCc1ccc(F)cc1)N1CCN(C(=O)c2cccc(C(F)(F)F)c2)CCC1=O (centres undefined)	9	5	10	8	14	8	0	-6
Cc1ccc2nc(SC(C)C(=O)N3CC(C)OC(C)C3)[nH]c2c1 (centres undefined)	-10	-7	-17	-7	3	8	-2	-5
CC(=O)C1=NN(c2ccccc2)C(c2ccc3c(c2)OCO3)N1c1ccc(N2CCOCC2)cc1 (centres undefined)	-16	5	-1	8	18	11	-2	-21
Cc1c(C(=O)Nc2ccc(N3CCOCC3)cc2)cccc1[N+](=O)[O-]	9	5	-2	5	10	5	-3	-9

Results in CCR6 antag, for some of the entries so far:
SMILES	CCR6 antag
COc1ccc(CCN2CC34C=CC(O3)C(C(=O)NCc3ccccc3Cl)C4C2=O)cc1OC (centres undefined)	11
COC(=O)c1cc(S(=O)(=O)Nc2c(C)cccc2C)cn1C	-2
COc1ccc(NC(=O)c2cccnc2N2CCCC2)cc1	-8
COc1ccc(S(=O)(=O)N2CCOC23CCN(S(=O)(=O)c2c(C)cc(C)cc2C)CC3)cc1	5

Look-ups from the entries so far.
Cc1ccc2nc(SC(C)C(=O)N3CC(C)OC(C)C3)[nH]c2c1 (centres undefined) in CCR6 antag is entered as 8
COc1ccc(NC(=O)c2cccnc2N2CCCC2)cc1 in APJ antagonist is entered as 2
COc1ccc(OC)c(NC(=O)CSc2nc3n[nH]c(C)c3c(=N)n2-c2cccc(Cl)c2C)c1 in EBI2 antag is entered as 10

Further structures
SMILES	UBC13 inh	CXCR6 block	EBI2 antag	APJ antagonist	Gli-Sufu block	CCR6 antag	APJ agonist	ATG4B inh
CC[C@@H](C)CN1C(=O)N[C@@H](c2ccccc2)C(C(C)=O)=C1C	-33	-17	-11	-45	-3	14	0	10
CN(Cc1cn(C)nc1-c1ccccc1F)CC1CCN(Cc2ccccc2)CC1	11	10	-10	8	7	11	-1	7
Cc1cc(SCC(=O)NCC(c2cccs2)N2CCOCC2)c(C)cc1Br (centres undefined)	24	-10	22	14	5	8	-3	1
CCCCC(=O)N/N=C/c1ccc(Sc2cccc3cccnc23)o1	1	28	15	7	34	39	-3	4
O=C(NCCCn1ccnc1)C(=O)NCc1ccccc1	-1	2	3	6	7	6	1	4
CN(C)S(=O)(=O)c1ccc(Cl)c(NC(=O)COC(=O)/C=C/c2cnc3ccccc3n2)c1	-9	-19	-11	-17	2	14	-4	-2
COc1ccccc1N1C(=NC(=O)C2CCCCC2)SC2CS(=O)(=O)CC21 (centres undefined)	-6	9	-10	-16	-5	2	-3	-1
CCOC(=O)c1[nH]c2ccc(C)cc2c1N=C(C)N(C)C	2	-3	-1	18	5	-6	-1	-2
O=C(OC(C(=O)NC1CCCC1)c1ccccn1)c1cccs1 (centres undefined)	x	-7	0	x	10	16	x	-4
COc1ccc(NC(=O)CSc2nnc(C)n2Cc2ccccc2)cc1	6	-13	-3	6	33	10	-2	-8
CCOC(=O)C1(Cc2ccccc2C(F)(F)F)CCN(CC2CC2)CC1	5	5	1	-14	25	17	-2	-6
Nc1ccccc1SC1CC(=O)N(Cc2ccccc2)C1=O (centres undefined)	6	-8	-5	11	1	5	-1	-4
CCC(C)(C)NC(=O)C(c1cccc(OC)c1OC)N(C(=O)CCC(=O)Nc1cc(C)on1)c1ccc2c(c1)OCCO2 (centres undefined)	0	-8	-4	5	-7	20	0	-4
CCOC(=O)N1CCC2(CC1)CC(=O)c1c(ccc3oc(C(=O)O)c(C)c13)O2	17	-9	-6	-10	-7	13	-3	6
CCOC(=O)c1cc2cc(F)ccc2nc1C	6	-19	-1	9	30	-13	-2	-2
COc1cc(-c2nn3c(COc4ccccc4)nnc3s2)cc(OC)c1OC	18	10	35	3	11	-2	-5	-9
COc1ccccc1OCC(=O)N(Cc1nc(-c2ccccc2)no1)C1CCCCC1	2	11	8	-11	0	14	-3	18
COC(=O)c1ccc(CSc2nnc(NC(=O)C3CC(=O)N(Cc4ccc(C)cc4)C3)s2)cc1 (centres undefined)	1	1	0	-3	-3	8	1	-3
Cn1c2ccsc2c2ncn(Cc3ccc(F)cc3)c(=O)c21	-6	-2	-7	2	6	4	-2	-8
O=c1oc2ccccc2c2c1C(O)CO2 (centres undefined)	4	-6	-11	-4	6	-4	0	-10
CCN(CC)CCCNC(=O)c1cn(C)c(=O)c2c1c1ccccc1n2C	4	5	7	3	3	5	-3	3
O=C(CSc1nnc(COc2ccc3c(c2)CCCC3)o1)Nc1ccc(F)cc1	-16	-10	0	7	2	31	-3	0
CN(C)S(=O)(=O)c1cccc(NC(=S)Nc2ccc(Cl)cc2Cl)c1	-8	-2	1	5	8	7	-2	-3
O=C(CCC1CCCN(C(=O)c2ccc3cc[nH]c3c2)C1)NCc1ccc(F)c(F)c1 (centres undefined)	3	4	16	1	-6	14	-3	15
CC(=O)Oc1c(Sc2ccccc2[N+](=O)[O-])c(C)nn1C(C)(C)C	-11	2	5	26	1	-1	-4	16

Sorted by SMILES length (descending): 5 of the compounds above.
SMILES	UBC13 inh	CXCR6 block	EBI2 antag	APJ antagonist	Gli-Sufu block	CCR6 antag	APJ agonist	ATG4B inh
CC[C@@H](C)CN1C(=O)N[C@@H](c2ccccc2)C(C(C)=O)=C1C	-33	-17	-11	-45	-3	14	0	10
COc1ccccc1N1C(=NC(=O)C2CCCCC2)SC2CS(=O)(=O)CC21 (centres undefined)	-6	9	-10	-16	-5	2	-3	-1
CCCCC(=O)N/N=C/c1ccc(Sc2cccc3cccnc23)o1	1	28	15	7	34	39	-3	4
O=C(OC(C(=O)NC1CCCC1)c1ccccn1)c1cccs1 (centres undefined)	x	-7	0	x	10	16	x	-4
O=c1oc2ccccc2c2c1C(O)CO2 (centres undefined)	4	-6	-11	-4	6	-4	0	-10

The list continues.
SMILES	UBC13 inh	CXCR6 block	EBI2 antag	APJ antagonist	Gli-Sufu block	CCR6 antag	APJ agonist	ATG4B inh
COc1ccc2[nH]c(=O)c3c(c2c1)OC(C)(C)C=C3	0	-6	-1	13	-31	5	-5	2
COc1ccc(-n2ccc(-c3nn(-c4cccc(C(F)(F)F)c4)ccc3=O)n2)cc1	1	-11	9	-3	0	-10	1	2
CC(C)(C)C1CCC(C(=O)NCC(c2cccs2)N2CCOCC2)CC1 (centres undefined)	-2	-4	4	6	11	19	1	4
CCOC(=O)CSc1nc(-c2cccs2)nc2c1c(=O)n(C)c(=O)n2C	-3	-4	7	-7	2	3	-3	-13
COc1ccc(/C=C/C(=O)NC2CCCCCC2)cc1S(=O)(=O)N1CCOCC1	-7	3	-15	-7	-3	-3	-3	-6
Cc1cccc(-c2n[nH]c(=S)n2C)c1	-8	3	-14	16	37	-3	-5	-7
CCCC(C)NC(=O)COC(=O)c1ccc2c(c1)C(=O)N(Cc1ccco1)C2=O (centres undefined)	-2	1	0	12	8	31	0	-1
C=CCC1Cc2c(Br)cccc2C(CC=C)N1 (centres undefined)	6	10	2	8	6	9	-3	2
COc1ccc(OCCSc2nc(N)cc(N)n2)cc1	9	-8	4	-11	-64	-6	3	1
Cc1ccc(S(=O)(=O)c2nc(S(C)(=O)=O)sc2NCC2CCCO2)cc1 (centres undefined)	2	1	2	6	-100	9	0	-8
